# GAA glycogen – GAA glycogen-cleavage inhibition or activation. recombinant GAA, glycogen substrate, Amplex Red glucose oxidase fluorescence. Potency, µM (titrated, usually from 76.4 µM), without a hit: at the highest dose activity change, negative = inhibition, most hits filed as inhibitors. 300,000 compounds, 0.38% hits. AID 2100;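 also: 0% = full enzyme reaction and -100% = no-enzyme basal signal; the screen sought inhibitors and activators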
#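 Recombinant human enzyme (4 nM); glycogen substrate; 37 C, 40 min, pH 5.0. Readout: coupled glucose oxidase/Amplex Red fluorescence.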
# IMPase Li cell – IMPase inhibition in cells with lithium potentiation; CHO-M1 cells, IP1 TR-FRET (IP-One), carbachol + lithium; Potency, µM (top dose mostly 59.4 µM), inactives show at the highest dose activity, negative = IMPase inhibition, hits mostly inhibitors; 210,000 compounds, 0.35% hits; AID 1457;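 also: IP1 builds up when IMPase is blocked and the TR-FRET signal falls; plate controls were basal vehicle for no effect and high inhibitor control for full effect; nearly all actives have a fitted effect of over 50% in size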
#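 Test compounds were applied to CHO-M1 cells previously cultured for 16–30 h at 2000 per well. A small lithium amount accompanied them; after 30 min at 37C, IP1 was quantified by TR-FRET.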
# GoLoco inh red – blocks human Gai1 binding to RGS12 GoLoco peptide, red readout | Gai1:RGS12 GoLoco peptide FP, rhodamine, 10 min | AID 880 | Potency, µM (top dose mostly 61.6 µM), for inactives: at the highest dose activity, negative = inhibition, most hits filed as inhibitors | P63096 | 230,000 compounds, 0.44% hits; active = well fitted inhibition curve with a large enough effect, not every such curve was filed as active; inactive = no such curve, though single readings can be large or run the other way; also: % is scaled to controls: 0 for no effect and ±100 for the full control effect; nearly all actives have a fitted effect of over 30% in size; many of its hits are not listed in these tables
# Target sequence (P63096 whole entry, looked up): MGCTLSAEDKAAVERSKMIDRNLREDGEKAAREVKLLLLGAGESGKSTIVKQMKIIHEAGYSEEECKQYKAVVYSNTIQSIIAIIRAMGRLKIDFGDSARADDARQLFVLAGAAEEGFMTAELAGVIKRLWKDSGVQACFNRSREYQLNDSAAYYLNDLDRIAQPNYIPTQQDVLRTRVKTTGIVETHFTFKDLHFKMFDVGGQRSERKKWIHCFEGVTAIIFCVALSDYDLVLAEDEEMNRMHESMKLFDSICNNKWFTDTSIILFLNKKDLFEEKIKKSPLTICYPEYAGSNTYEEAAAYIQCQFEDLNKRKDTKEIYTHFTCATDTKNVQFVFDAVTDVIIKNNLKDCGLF
# HTT ATP protect – protects HTT-Q103 PC12 cells, measured by ATP. PC12 HTT-Q103 induced, cytoprotection, ATP luminescence, 40 h. Potency, µM (titrated, usually from 56.4 µM), inactives show cytoprotection (ATP increase), most hits filed as activators. 230,000 compounds, 0.14% hits;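 also: % of control where 0% means no effect; nearly all actives have a fitted effect of over 45% in size; toxic huntingtin expression switched on by the ecdysone agonist tebufenozide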
#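 PC12 cells stably carrying ecdysone-inducible Htt exon 1 (Q103)–GFP were induced with 100 nM tebufenozide (final) alongside library compounds in a dose series. Cytoprotection was scored as retained ATP by ATPlite luminescence.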
# aGlu spleen mod – lysosomal alpha-glucosidase (human) modulation; human spleen homogenate, 4-MU-alpha-glucoside fluorescence; Potency, µM (highest dose often 79.9 µM), without a hit: at the highest dose activity change, negative = inhibition, usual class: inhibitors; 240,000 compounds, 0.006% hits; AID 2112;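 also: 0% = enzyme with vehicle and -100% = no enzyme basal signal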
#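 Enzyme source: human spleen homogenate, 1 ug/well. Buffer 50 mM citric acid/K phosphate pH 5.0, 0.01% Tween-20. 4-MU-alpha-glucoside 1 mM; 37 C x 40 min; NaOH/glycine stop; fluorescence.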
# GAA inhib – inhibitors of human lysosomal alpha-glucosidase. purified human GAA, 4-MU-alpha-glucoside fluorescence. P10253. Potency, µM (titrated, usually from 76.9 µM), for the others: at the top dose activity change, negative = inhibition, usual class: inhibitors. 200,000 compounds, 0.005% hits;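 also: plate controls were uninhibited enzyme wells for no effect and no-enzyme background for full effect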
#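 Fluorogenic assay: 4 nM human alpha-glucosidase with 400 uM 4-methylumbelliferyl-alpha-D-pyranoside in 50 mM citrate/phosphate, 0.005% Tween-20, pH 5.0, 20 min at room temperature. Compounds tested up to 77 uM; AC50 from Hill fits.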
# HTT aggregate – inhibitors of mutant huntingtin aggregate formation in PC12 cells; PC12 HttQ103-GFP aggregates, Acumen cytometry, 40 h; Potency, µM (highest dose often 46.1 µM), inactives show top-dose activity change, negative = inhibition, hits mostly inhibitors; 220,000 compounds, 1.1% hits; AID 1688; also: % is scaled to controls: 0 for no effect and ±100 for the full control effect; nearly all actives have a fitted effect of over 60% in size
#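 PC12/HTTQ103-GFP, ecdysone-inducible; teb 100 nM; cpd qHTS titration; GFP aggregates read on laser cytometer, Ex 488/Em 500-530 nm.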
# Numbers without * were called inactive; ? = inconclusive; / = not tested or not shown; & = joins results of further samples; [ ] = another dose, or the depositor's remark. Unless noted, calls follow the shape of the dose curve; as a rule, active = well fitted curve in the direction sought with a large enough effect; inconclusive = small, poorly fitted or top-dose-only effect, or another doubt; inactive = no such curve, though single readings can be large; an effect the other way counts as inactive or inconclusive. Potency is read from the fitted curve at half-maximal effect. Some of the compounds tested; rates above refer to the full screens.
Compound,GAA glycogen,IMPase Li cell,GoLoco inh red,HTT ATP protect,aGlu spleen mod,GAA inhib,HTT aggregate
Cc1ccc(S(=O)(=O)NCC(=O)OCC(=O)Nc2cccc(S(=O)(=O)NC3=NCCCCC3)c2)cc1C,-1%,/,-4%,28%[10 µM],2%,/,-2%[9.22 µM]
Oc1ccccc1/C=N/NC1=NCCCCC1,25%,8%[38.3 µM],7%,-12%,3%,5%,-12%
Cc1cc(Cl)ccc1OCC(=O)Nn1c(C)ccc1C,-5%,11%[38.3 µM],12%,-6%,9%,7%,-10%
COc1cc(NC(=O)c2ccccc2F)ccc1NC(=O)c1ccccc1Cl,-10%,6%,10%,/,3%,-4%,22%
CC(C)(C)C(=O)CN1CCN(C2c3ccccc3-c3ccccc32)CC1,21%,11%[38.3 µM],-17%,1%[10 µM],-13%,-12%,24%
O=C(O)/C=C/C(=O)N1CCN(C(=O)/C=C/C(=O)O)CC1,-1%,-3%,1%,-7%[10 µM],-1%,3%,-5%
O=Cc1ccc(Cl)c(Cl)c1,/,-13%,-2%,-67%[inhibitor],-6%,/,/
Cc1cc(C)c(S(C)(=O)=O)c(Oc2ccccc2C)n1,-3%,8%[38.3 µM],-1%,-4%,3%,4%,7%
CN(C)c1ccc(C(=O)OCc2ccccc2)cc1,18%,24%[38.3 µM],-21%,-2%,-10%,-14%,-10%
CN(C)S(=O)(=O)Oc1cccc(C(=O)Nc2cccc(Cl)c2)c1,9%,13%[38.3 µM],3%,33%,-4%,?,-25%
c1ccc2c(c1)ccc1ncccc12,10%,-17%&-6%,2%&11%,1%&13%,-7%&-3%,0%,-32%
CCCCOCCCNC(=O)N[C@@H](CC(C)C)C(=O)O,5%,39%[activator][38.3 µM],3%,8%[1.9 µM],2%,-3%,-7%
C[C@H](NC(=O)c1nc[nH]c1C(=O)NC1CCN(C(=O)OC(C)(C)C)CC1)C(=O)OCc1ccccc1,-9%,3%,-4%,-17%[10 µM],-1%,/,-14%[9.22 µM]
C=CCNC(=S)N/N=C/c1ccc(OCc2ccccc2Cl)cc1,3%,32%[38.3 µM],9%,-4%,-5%,-2%,14%
COc1cc(/C=N/n2c(C)nnc2C)cc(OC)c1OC,5%,-31%[38.3 µM],-5%,-4%,1%,2%,19%[9.22 µM]

# Random excerpt: 2 compounds from above.
Compound,GAA glycogen,IMPase Li cell,GoLoco inh red,HTT ATP protect,aGlu spleen mod,GAA inhib,HTT aggregate
c1ccc2c(c1)ccc1ncccc12,10%,-17%&-6%,2%&11%,1%&13%,-7%&-3%,0%,-32%
O=C(O)/C=C/C(=O)N1CCN(C(=O)/C=C/C(=O)O)CC1,-1%,-3%,1%,-7%[10 µM],-1%,3%,-5%

# Additional records follow.
Compound,GAA glycogen,IMPase Li cell,GoLoco inh red,HTT ATP protect,aGlu spleen mod,GAA inhib,HTT aggregate
COC(=O)CC1C(=O)NCCN1C(=S)Nc1cc(C)cc(C)c1 (configuration not stated),-9%,1%,4%,22%[10 µM],-1%,-2%,-12%
COCCn1c(=NC(C)=O)sc2cc([N+](=O)[O-])ccc21,-6%,-5%,-3%,28%[10 µM],2%,0%,3%
COC(=O)c1cc(NC(=O)CSc2nnc(N)s2)ccc1Cl,0%,1%,12%,12%[10 µM],0%,7%,-1%
CCCCCn1c(N2CCC(C(N)=O)CC2)nc2c1c(=O)[nH]c(=O)n2C,6%,-8%[38.3 µM],-3%,-1%[10 µM],-4%,0%,5%
CCN(CC)CCn1cnc2c1c(=O)n(CCOC(=O)c1cc(OC)c(OC)c(OC)c1)c(=O)n2C,8%,/,5%,20%[10 µM],-2%,/,2%[9.22 µM]
Cc1ccccc1OCC1Cn2c(nc3c2c(=O)[nH]c(=O)n3C)O1 (configuration not stated),-3%,-5%[38.3 µM],-4%,-20%[10 µM],-11%,-4%,9%
CCOC(=O)c1c(C)n(-c2ccccc2)c2ccc(O)cc12,1%,25%,6%,-8%[10 µM],1%,4%,3%[9.22 µM]
CSc1cccc(NC(=O)CN(c2ccc(C)cc2C)S(C)(=O)=O)c1,-5%,3%[38.3 µM],7%,13%,0%,-3%,-9%
CN(C)S(=O)(=O)c1cccc(N2C(=O)CC3(CCCCC3)CC2=O)c1,9%,-4%,9%,?,-5%,0%,-21%
CCOC(=O)c1ccc(S(=O)(=O)N2CCN(C(=O)CSc3nc4ccccc4o3)CC2)cc1,-9%,21%,-59%,22%[10 µM],-4%,?,0%
CC(=O)N1N=C(c2ccccc2)CC1c1cn(C)c2ccccc12 (configuration not stated),2%,-2%,12%,-18%[10 µM],-1%,5%,16%
O=C(CN1C(=O)CCS(=O)(=O)c2ccccc21)NCc1ccc(F)cc1,10%,6%,-9%,-3%[10 µM],0%,3%,-14%
COc1ccc(OC)c(NC(=O)CS(=O)(=O)c2ccccc2)c1,2%,20%[38.3 µM],3%,-4%,-3%,-4%,-5%
CC(c1ccccc1)C1CC(=O)N(c2ccc(C(=O)O)cc2)C1=O (configuration not stated),8%,0%[38.3 µM],10%,-14%[0.074 µM],-11%,?,-8%
O=C(COC(=O)CC1CCCC1)Nc1cc2c(cc1Cl)C(=O)c1ccccc1C2=O,7%,-23%[38.3 µM],11%,-18%,7%,0%,19%[9.22 µM]
O=C1CCCC2=C1C(O)(C(F)(F)F)C(=O)N2Cc1ccccc1 (configuration not stated),1%,11%,2%,35%[10 µM],-1%,0%,7%
FC(F)(F)c1ccccc1-c1ccc2ncnc(NCc3cccs3)c2c1,/,19%,15%,-111%[inhibitor],-6%,/,/
C/C(=N\NC(=O)c1ccc2c(c1)OCO2)c1ccc(O)cc1,-6%,/,6%,2%[10 µM],-7%,/,-11%[9.22 µM]
CCn1nc(CC(=O)Nc2nnc(CC(=O)N3CCCC3)s2)c2ccccc2c1=O,6%,-5%[38.3 µM],2%,12%[10 µM],-2%,2%,0%
Cc1ccccc1OCC(=O)N/N=C/c1ccncc1,-7%,-1%,-6%,10%[10 µM],5%,4%,-22%
CS(=O)(=O)N(CC(=O)Nc1ccccc1C(=O)N1CCOCC1)c1ccc(Cl)cc1,-7%,/,-4%,2%[10 µM],-3%,/,5%[9.22 µM]
CC(=O)c1cccc(NC(=O)c2csc(-n3nc(C)cc3C(F)(F)F)n2)c1,2%,?,-4%,6%,-5%,0%,-3%
O=C1CCN(Cc2nnnn2CC2CCCO2)c2ccccc2N1 (configuration not stated),1%,0%[38.3 µM],1%,-12%[10 µM],-3%,?,26%
Cc1noc(/C=C/N(C)C)c1S(=O)(=O)N1CCC(C(=O)O)CC1,-4%,18%[38.3 µM],13%,12%[10 µM],-2%,2%,-15%
Cc1ccc(N2CCN(C(=O)c3ccccc3NC(=O)C3CC=CCC3C(=O)O)CC2)cc1 (configuration not stated),-23%,18%[38.3 µM],-4%,-58%[inhibitor],0%,0%,7%[9.22 µM]
COc1ccc(CN(CC(=O)NCc2ccco2)C(=O)CCC(=O)Nc2nccs2)cc1,1%,0%,5%,-4%[10 µM],-13%,4%,-28%
Cc1ccc(CCNC(=O)CNC(=S)N(Cc2ccccc2)Cc2cccnc2)cc1,-2%,21%,0%,-6%,/,-12%,4%
O=C(Cc1cccs1)Nc1nc2c(ccc3ccccc32)s1,-16%,-20%[38.3 µM],90%,15%,0%,-9%,-22%
O=C(c1cc2c(=O)n3ccccc3nc2s1)N1CCN(Cc2ccc3c(c2)OCO3)CC1,14%,-3%,26%,-30%,7%,?,-8%
Cc1c[nH]c(=O)c([N+](=O)[O-])c1,6%,/,-16%,10%[10 µM],-4%,/,-4%[9.22 µM]
Cc1ccc(CNC(=O)C2CCC(CNc3c(N4CCC(C)CC4)c(=O)c3=O)CC2)cc1 (configuration not stated),3%,/,5%,-5%[10 µM],-13%,/,20%[9.22 µM]
O=C(NCc1ccco1)C(c1ccc(F)cc1)N(C(=O)Cc1cccs1)c1cccnc1 (configuration not stated),-11%,15%,18%,-3%[10 µM],5%,?,-5%[9.22 µM]
COc1ccccc1-c1c(C)oc2c(CN3CCN(CCO)CC3)c(O)ccc2c1=O,-1%,-15%[38.3 µM],-5%,-2%[0.074 µM],4%,-1%,2%
O=C(CSc1nc2ccccc2o1)N1c2ccccc2Sc2ccc(C(F)(F)F)cc21,9%,13%,-3%,20%[10 µM],-3%,-17%,12%
CC1CCCC(C)N1C(=O)CSc1nc2ccccc2c(=O)[nH]1 (configuration not stated),9%,0%,7%,-6%,-3%,?,2%
CCOCCCNC(=O)c1cc2c(=O)n3cccc(C)c3nc2n1C,0%,8%[38.3 µM],-10%,-42%[inhibitor],-6%,?,-26%
COc1cccc2c(=O)n(CC(=O)N3CCc4ccccc43)ccc12,1%,27%[38.3 µM],6%,-3%[10 µM],-4%,3%,-3%
O=C(N/N=C1\CCCCc2ccccc21)c1ccccn1,-4%,1%,-1%,-30%[inhibitor],2%,-2%,-11%
Cc1cc(C(=O)NNC(=S)NCC2CCCO2)cs1 (configuration not stated),-25%,6%[38.3 µM],2%,-16%,-6%,1%,7%
Cc1ccc(/C=C/C(=O)Nc2sc(C)c(C)c2C(=O)OC(C)C)o1,6%,0%,10%,-24%[10 µM],-5%,-1%,-17%
Cc1ccc(NC(=O)c2nc3nccc(C)n3n2)c(C)c1,?,4%,22%,-8%[10 µM],-2%,?,29%
Cc1ccc(N(C(=O)Cn2nnc(-c3ccc(F)cc3)n2)C(CC(C)C)C(=O)NCC2CCCO2)cc1 (configuration not stated),-6%,-3%[38.3 µM],1%,18%[10 µM],-9%,-9%,?
CC(=O)Nc1cc(S(=O)(=O)Nc2ccccc2)c(C)cc1C,8%,3%[38.3 µM],1%,-1%,1%,-9%,-10%
CCOc1ccc(N(C(=O)c2cnsn2)C(C(=O)NC2CCCCC2)c2ccncc2)cc1 (configuration not stated),3%,12%,-4%,5%[10 µM],-3%,-4%,11%
Cc1cccc(NC(=O)CSc2nnc(CCCCCNC(=O)OC(C)(C)C)o2)c1C,1%,28%[38.3 µM],-9%,-6%,-3%,4%,-3%
O=C(CSc1nnnn1-c1cccc(Cl)c1)Nc1ccc2c(c1)CCC2,-7%,/,/,-28%[10 µM],-9%,-1%,4%
CC(C)N(Cc1ccccc1)C(=S)NCc1ccccc1,-1%,8%,6%,-1%,0%,7%,9%
CCN(CC)S(=O)(=O)c1cccc(NC(=O)Nc2cccc(C(F)(F)F)c2)c1,-5%,60%[activator][38.3 µM],-20%,-86%[inhibitor],2%,?,?

# Assay outcomes as filed in PubChem.
